Compound activity from PubChem BioAssay.
Tb PFK block: inhibitors of T. brucei phosphofructokinase; T. brucei PFK, ADP-Glo luminescence; Potency, µM (doses to about 57.5 µM), inactives show top-dose activity, negative = inhibition, usual class: inhibitors; 0.17% of 330,000 active;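 further: potency means the concentration at half of the fitted maximal effect; 0% = uninhibited 1x PFK enzyme wells and -100% = no-enzyme wells; nearly all actives have a fitted effect of over 60% in size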
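PFK 1.25 nM, F6P 0.5 mM, ATP 0.1 mM, 0.1 M TEA pH 8.0, 5 mM MgCl2, 0.01% Tween20, 0.1% BSA; 45 min RT. ADP-Glo readout. qHTS titration up to 57 uM; curves fitted, compounds curve-classed.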
KCNH2 WT inh: KCNH2 (human, wildtype) channel inhibition; Q12809; U2OS, BacMam KCNH2, thallium flux FluxOr; hits give low values; activity change, % at 1.84 µM; 0.37% of 340,000 active; AID 720551;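 active means maximum activity change below -70%; inconclusive means maximum activity change between -70% and -50%; inactive means maximum activity change above -50%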; further: on the % scale 0 is the no-effect control and ±100 the full control effect
Target sequence (Q12809 whole entry, looked up): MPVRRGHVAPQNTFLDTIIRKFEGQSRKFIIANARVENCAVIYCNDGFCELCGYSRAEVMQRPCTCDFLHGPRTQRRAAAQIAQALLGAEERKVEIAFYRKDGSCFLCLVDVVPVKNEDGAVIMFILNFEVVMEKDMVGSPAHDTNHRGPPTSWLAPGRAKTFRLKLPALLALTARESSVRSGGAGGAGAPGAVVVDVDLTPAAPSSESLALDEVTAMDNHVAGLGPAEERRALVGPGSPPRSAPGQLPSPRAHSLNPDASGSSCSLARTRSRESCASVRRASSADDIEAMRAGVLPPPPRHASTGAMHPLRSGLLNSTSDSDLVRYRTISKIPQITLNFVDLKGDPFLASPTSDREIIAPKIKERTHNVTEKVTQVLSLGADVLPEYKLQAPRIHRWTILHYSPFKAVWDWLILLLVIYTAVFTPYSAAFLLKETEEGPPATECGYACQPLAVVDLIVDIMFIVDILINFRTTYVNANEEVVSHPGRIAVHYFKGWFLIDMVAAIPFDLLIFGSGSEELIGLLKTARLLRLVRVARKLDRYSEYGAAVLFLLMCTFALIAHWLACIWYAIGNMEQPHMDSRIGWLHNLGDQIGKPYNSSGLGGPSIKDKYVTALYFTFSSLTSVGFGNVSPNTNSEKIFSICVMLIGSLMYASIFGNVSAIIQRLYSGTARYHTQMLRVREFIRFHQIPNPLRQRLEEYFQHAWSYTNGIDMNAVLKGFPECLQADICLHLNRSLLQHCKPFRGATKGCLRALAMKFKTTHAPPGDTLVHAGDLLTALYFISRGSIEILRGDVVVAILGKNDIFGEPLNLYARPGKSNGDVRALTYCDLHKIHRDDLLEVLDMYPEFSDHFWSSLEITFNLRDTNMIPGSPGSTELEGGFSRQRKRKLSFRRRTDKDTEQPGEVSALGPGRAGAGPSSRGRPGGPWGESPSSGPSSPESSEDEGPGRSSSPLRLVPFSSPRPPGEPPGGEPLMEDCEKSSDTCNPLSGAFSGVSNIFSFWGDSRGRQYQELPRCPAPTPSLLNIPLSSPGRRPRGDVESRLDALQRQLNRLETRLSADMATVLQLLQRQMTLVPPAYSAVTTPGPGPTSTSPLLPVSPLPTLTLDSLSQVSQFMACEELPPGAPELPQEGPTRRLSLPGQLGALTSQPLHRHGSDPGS
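U2OS cells were transduced with wild-type KCNH2 virus (2.03 x 10^8 / mL) for 4 h at room temperature, then cultured overnight at 37 C. Thallium flux was read with FluxOr dye. Rate constants were normalized to DMSO controls.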
TCR activator: T cell receptor activation | primary human leukocytes, anti-CD3, IL-2 HTRF, 48 h | Potency, µM (highest dose often 9.22 µM), for the others: at the highest dose activation of IL-2 secretion, most hits filed as activators | 330,000 tested, under 10 active | AID 504894; further: % of control where 0% means no effect
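HTRF read-out of IL-2 secretion: europium cryptate donor excited at 320nm, d2 acceptor emission at 665nm. Cells were primary human leukocytes incubated 48 hr with compounds and a-CD3 beads, supplying TCR signal only.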
GALK inhibitor: inhibitors of human galactokinase; P51570; Purified GALK, Kinase-Glo residual ATP luminescence; Potency, µM (highest dose often 57.5 µM), inactives show at the top dose activity change, negative = inhibition, actives largely listed as inhibitors; 0.007% of 270,000 active; AID 1868; further: potency means the concentration at half of the fitted maximal effect; on the % scale 0 is the no-effect control and ±100 the full control effect
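5 nM enzyme, 35 uM ATP, 100 uM galactose, 20 mM HEPES pH8.0, 5 mM MgCl2; 1 h RT; residual ATP by Kinase-Glo Plus luminescence, qHTS format.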
CXXC DNA block: blocks binding of human MLL CXXC domain to DNA; Q03164; MLL-CXXC / FITC-HOXA9 DNA fluorescence polarization; Potency, µM (highest dose often 115 µM), for the others: at the highest dose activity change, negative = inhibition, hits mostly inhibitors; 0.037% of 290,000 active; active means well fitted inhibition curve with a large enough effect in the polarisation, with a control signal flat, not every such curve was filed as active; inconclusive means small, poorly fitted or top-dose-only effect, or effect the other way, or a change in a side signal; inactive means no such curve, though single readings can be large or run the other way; the % refers to the polarisation; further: potency means the concentration at half of the fitted maximal effect
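Steps: dispense CXXC domain solution (7 uM) → pin compounds or unlabeled HOX-A9 DNA control → 5 min ambient → add FLSN-HOX-A9 solution (50 nM) → spin → 30 min ambient → fluorescence polarization. Tris pH 7.5/NaCl/DTT/BSA buffer.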
TSHR antagonist: human thyrotropin receptor antagonism; P16473; TSHR-expressing cells, TSH-stimulated cAMP HTRF, 2 h; hits give low values; activity change, negative = inhibition, % at 11.5 µM; 0.2% of 330,000 active;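 active means activity change below a set negative limit, meaning inhibition stronger than a set level, cut at about -70% in these data; inconclusive means activity change between two set negative limits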; further: on the % scale 0 is the no-effect control and ±100 the full control effect
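Antagonism was scored as loss of TSH-driven cAMP in TSHR cells, stimulated with 4nM TSH (EC80) for 2 hours at 37 deg C and detected by homogeneous HTRF competition immunoassay.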
BCR signal inh: inhibitors of chronic active B-cell receptor signaling; ABC-DLBCL IkBa-CBG/CBR reporter, luminescence ratio, 4 h; Potency, µM (doses to about 46.1 µM), for the others: top-dose ratio change, negative = lower green/red ratio, hits mostly inhibitors; 0.05% of 340,000 active; active means well fitted inhibition curve with a large enough effect in the signal ratio, with a control signal flat, not every such curve was filed as active; inconclusive means small, poorly fitted or top-dose-only effect, or effect the other way, or a change in a side signal; the % refers to the signal ratio;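 further: potency means the concentration at half of the fitted maximal effect; plate controls were basal doxycycline-induced cells for no effect and cells given 10 µM MG132 for full effect; MG132 reads +100%, hits lower the ratio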
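TMD8 ABC-DLBCL cells carrying doxycycline-inducible green luciferase fused to IkappaBalpha plus unfused red luciferase were exposed to compounds (up to 46 uM) for 4 hrs at 37C. Activity came from the overlap-corrected green/red luminescence ratio.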
AT treatment: potential ataxia-telangiectasia treatment; AID 485349; Potency, µM (series often up to 57.5 µM), for inactives: top-dose activation, most hits filed as activators; 0.19% of 320,000 active; […] A-T fibroblasts, KAP-1 phosphorylation AlphaLISA; neocarzinostatin DNA damage 30 min before lysis; further: potency means the concentration at half of the fitted maximal effect; % of control where 0% means no effect; nearly all actives have a fitted effect of over 45% in size
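ATM-like activity read as KAP-1 phosphorylation via AlphaLISA donor/acceptor antibody pairs after lysis and 6 hr at 25C. Cells were ATM-null patient fibroblasts ([…], hTERT), dosed 60 min, then exposed to the DSB inducer NCS for 30 min.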
FBPA coupling cs: inhibits coupling enzyme system, counter-screen for aldolase hits | activity change, negative = inhibition, % at 58.2 µM, hits read low | coupling enzyme system counterscreen, AmpLite Red fluorescence | 0.67% of 290,000 active | AID 2472; in the data active means activity change below about -30%; further: on the % scale 0 is the no-effect control and ±100 the full control effect
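Counterscreen lacking aldolase: glyceraldehyde-3-phosphate coupling-enzyme reagent preincubated 10 min at RT with compound (at 57.5 uM final), then substrate/coupling system with AmpLite Red added; fluorescence read at 525/598 nm after 20 min RT.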
Giardia killer: kills Giardia lamblia; 0.15% of 340,000 active; AID 540267; Giardia lamblia trophozoite viability; activity change, % at 7.66 µM, hits read low; in the data active means activity change below about -80%; inconclusive means between about -30% and that limit;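 further: parasites exposed to compound for two days anaerobically before the ATP read; on the % scale 0 is the no-effect control and ±100 the full control effect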
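Giardia trophozoites, 100 cells per well, were exposed to compounds for 48 hrs at 37 deg C under anaerobic conditions; viability was then read as ATP content by bioluminescence after 15-30 min at room temperature.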
An asterisk follows results filed as active; ? = inconclusive; . = no result given; [ ] = another dose, or the depositor's remark. Unless noted, the call rests on the fitted dose curve; in most records, active means well fitted curve in the direction sought with a large enough effect; inconclusive means small, poorly fitted or top-dose-only effect, or another doubt; inactive means no such curve, though single readings can be large; an effect the other way counts as inactive or inconclusive.

SMILES | Tb PFK block | KCNH2 WT inh | TCR activator | GALK inhibitor | CXXC DNA block | TSHR antagonist | BCR signal inh | AT treatment | FBPA coupling cs | Giardia killer
N=c1n(CCO)c2ccccc2n1Cc1ccccc1Cl | 0% | 21 | 2% | 0% | 15% | 9 | ? | -6% | 1 | -1
Cc1cc(NC(=O)c2ccc(S(=O)(=O)Nc3ccccc3)cc2)no1 | -5% | 4 | . | . | 5% | -8 | ? | 1% | 1 | -6
CCCCc1ccc(NC(=S)NCc2cccc(OC)c2)cc1 | 4% | 33 | 4% | 1% | -19% | -13 | ? | 5% | 1 | -1
CCc1ccccc1N/C(=N\S(=O)(=O)c1ccccc1)C(F)(F)F | -1% | 0 | -10%[46.1 µM] | 2% | 3% | 23 | 3% | -5% | 3 | -9
O=C1/C(=C/c2ccc(O)c(O)c2)SC(=S)N1Nc1ccccc1 | -5% | -12 | 1% | -3% | 42%[activator] | -25 | 21% | -7% | -4 | 17
O=C(NC1CCCCCC1)c1ccc2nc3cc(Cl)ccc3c(=O)n2c1 | -1% | -2 | . | 1% | 8% | -4 | ? | 2% | 2 | 13
CC1(NC(=O)Cc2csc(-c3cccc(Cl)c3)n2)CCS(=O)(=O)C1 (configuration not stated) | -1% | 7 | . | . | . | 10 | ? | -3% | . | -20
CCOC(=O)N1CCN(C(=O)c2ccc(Cl)nc2)CC1 | 6% | 1 | -2% | -1% | -8% | 14 | 0% | -32% | 2 | 7
Cc1ccc(S(=O)(=O)C/N=C(/NC(=S)N(c2ccccc2)c2ccccc2)c2ccccc2)cc1 | -11% | 9 | 11% | 0% | -16% | 19 | 16% | -1% | -2 | -10
Cc1nc(-c2ccc([N+](=O)[O-])cc2)sc1C(=O)O | -7% | 0 | -6% | 10% | 3% | -13 | ? | 2% | 6 | -1
O=C(Nc1ccc(-c2nc3ncccc3o2)cc1)c1ccc([N+](=O)[O-])o1 | 4% | 1 | 2% | 1% | 16% | 0 | ? | 21% | -1 | -94*
CCc1occc(=O)c1Oc1cc(NN2CCCCC2)c([N+](=O)[O-])cc1[N+](=O)[O-] | 0% | 9 | 2% | . | 4% | -14 | 9% | -5% | 5 | -14
N#CC1=C(N2CCCCC2)c2cc3c(n2C1=O)CCCC3 | 3% | -3 | 4% | 3% | 9% | -6 | 2% | -2% | 4 | -1
COc1ccc(NC(=O)CSc2nnc(NC(=O)c3ccco3)s2)cc1OC | -5% | -10 | -4% | 8% | -2% | -6 | -5% | 8% | . | -1
N#C/C(=C\c1ccccc1)C(=O)NNS(=O)(=O)c1cccc([N+](=O)[O-])c1 | -3% | -1 | 16%[46.1 µM] | . | . | 6 | 0% | -8% | . | -5
COc1ccc(C2Nc3ccccc3NC3=C2C(=O)CC(C)(C)C3)cc1O (configuration not stated) | -3% | -17 | . | 4% | 5% | -9 | 1% | 7% | 3 | 20
CCCCCn1c(=O)c2ccccc2n2c(=S)[nH]nc12 | -4% | 2 | 1% | -2% | -3% | -12 | 2% | 40% | 7 | -15
Cc1ccc(N(CC(=O)Nc2cc(Cl)ccc2Oc2ccccc2)S(C)(=O)=O)c(C)c1 | 2% | -27 | 4% | 0% | 21% | -2 | ? | 2% | 1 | -22
Cn1c(=NC(=O)CSCC(=O)N2CCOCC2)sc2ccccc21 | 0% | 1 | 6% | 1% | -3% | 5 | 4% | 6% | 5 | 0
O=C(CNC(=S)N(CCCN1CCOCC1)Cc1cccs1)NC1CCCCC1 | 3% | 8 | 0% | 8% | 4% | -2 | -6% | 1% | 2 | -4
CC(=O)OCCNc1cc(SC(C)C)c2nonc2c1[N+](=O)[O-] | -7% | 2 | 3% | 6% | 15% | -9 | -3% | -7% | -5 | 2
Cc1ccc(S(=O)(=O)N2CCC(C(=O)N3CCC(C(=O)NCC4CCCO4)CC3)CC2)cc1 (configuration not stated) | 1% | -20 | -3% | -1% | -8% | 35 | 6% | 1% | 5 | 12
Cc1ccc(S(=O)(=O)N2CCN(CCc3ccncc3)CC2)cc1 | 1% | 3 | 0% | . | . | -1 | ? | 0% | . | -21
CC1(C)Cc2c(sc(NC(=O)C(=O)N3CCCCC3)c2C(N)=O)CO1 | 3% | -1 | 2% | -5% | -10% | 13 | 1% | 17% | . | 0
O=C(CCS(=O)(=O)c1ccccc1)Nc1ccc2c(c1)OCO2 | -6% | 9 | 4% | 5% | -3% | -2 | 10% | 0% | -1 | -7

Compounds shown so far that contain a cyano group, in the order listed:
SMILES | Tb PFK block | KCNH2 WT inh | TCR activator | GALK inhibitor | CXXC DNA block | TSHR antagonist | BCR signal inh | AT treatment | FBPA coupling cs | Giardia killer
N#CC1=C(N2CCCCC2)c2cc3c(n2C1=O)CCCC3 | 3% | -3 | 4% | 3% | 9% | -6 | 2% | -2% | 4 | -1
N#C/C(=C\c1ccccc1)C(=O)NNS(=O)(=O)c1cccc([N+](=O)[O-])c1 | -3% | -1 | 16%[46.1 µM] | . | . | 6 | 0% | -8% | . | -5

Following part
SMILES | Tb PFK block | KCNH2 WT inh | TCR activator | GALK inhibitor | CXXC DNA block | TSHR antagonist | BCR signal inh | AT treatment | FBPA coupling cs | Giardia killer
Cc1ccc(C)c(OCCCC(=O)O)c1 | -8% | -7 | 11% | -2% | 0% | 9 | 0% | 0% | 6 | ?
O=C(CSc1nc2c(cnn2-c2ccc(F)cc2)c(=O)[nH]1)N1CCCCC1 | -8% | -21 | 3% | -3% | -2% | -5 | 5% | 5% | 0 | -11
COc1ccc(OC)c2c1CC(C)(C)NC2=O | 3% | -2 | -10%[46.1 µM] | -1% | 8% | -2 | 1% | 4% | 1 | 2
Cc1ccc(C)c(S(=O)(=O)Nc2ccc(C(=O)NCCCN3CCOCC3)cc2)c1 | -4% | 1 | 3% | . | . | -2 | 1% | -1% | . | ?
COc1ccc(CC(=O)N/N=C/c2ccc(Cl)s2)cc1OC | -1% | -15 | -3% | -1% | ? | -1 | ? | -7% | -1 | 18
Cc1ccc(SCC(=O)Nc2ccc(C(=O)Nc3ccc(O)cc3)cc2)cc1 | -2% | -5 | -7% | 1% | ? | 10 | ? | 1% | 9 | -6
O=C(CCCOc1ccccc1)Nc1nnc(C2CCCO2)s1 (configuration not stated) | -1% | -3 | . | 6% | -2% | 10 | 0% | 3% | 0 | 3
O=C(Nc1ccc2nc(-c3ccco3)[nH]c2c1)c1cccs1 | -2% | -12 | 23%[46.1 µM] | -4% | 6% | 8 | ? | -4% | -3 | ?
Cn1ncc(Cl)c1C(=O)NNC(=O)Nc1cccc2ccccc12 | -4% | -1 | -1% | 2% | 29% | -4 | -15% | 7% | . | -5
Cc1cc(Cl)c2ccccc2n1 | -1% | -1 | 0%[46.1 µM] | 1% | -6% | 8 | 0% | -1% | 0 | -16
CCCCNc1ncnc2c1cnn2-c1ccc(Cl)cc1 | 2% | 3 | -5% | 1% | -1% | -19 | ? | 3% | -5 | -16
CCOC(=O)C(C(=O)OCC)C1CCS(=O)(=O)C1 (configuration not stated) | -7% | -6 | -6%[46.1 µM] | -1% | -8% | 10 | -11% | -1% | 2 | 8
Cc1noc(C)c1S(=O)(=O)N1CCC(C(=O)c2ccccc2)CC1 | -5% | -1 | 3% | 2% | -12% | -3 | 2% | -1% | 2 | 7
O=C(NC(=S)NCc1ccccc1)c1cccs1 | -6% | -15 | 7% | 6% | 22% | -2 | ? | 10% | . | -29
Cc1cc(OC(=O)c2ccc(F)cc2)c([N+](=O)[O-])c(=O)[nH]1 | 1% | -1 | 1% | -4% | 3% | 6 | -6% | -7% | . | -9
Cc1cc(C)c(C)c(OCCCCn2cnc3ccccc3c2=O)c1 | -4% | 14 | . | 3% | 2% | 0 | 7% | 1% | 1 | 6
COc1ccc(CCNC(=O)CCn2c(=O)c3cccn3c3ccc(F)cc32)c(OC)c1OC | 8% | 2 | 0% | -5% | -2% | -2 | ? | 17% | . | 13
CC(C)=NNc1cc([N+](=O)[O-])cc2c1C(=O)N(C)S2=O (configuration not stated) | -5% | 7 | -3% | 12% | 7% | 1 | -1% | -6% | -2 | -15
O=C(N/N=C1/CC2C=CCC12)c1cccs1 (configuration not stated) | -3% | -3 | 2% | 7% | 1% | 4 | ? | 10% | -1 | 13
NS(=O)(=O)c1ccc(CNC(=O)Cc2ccccc2F)cc1 | -3% | -2 | -2% | -1% | 0% | -10 | 0% | 5% | 1 | 12
CCC(C)NC(=O)Nc1ccccc1F (configuration not stated) | 2% | 2 | 3%[46.1 µM] | 2% | 20% | -1 | 1% | -6% | 3 | 6
O=C(CCSc1ccccn1)c1ccccc1 | -4% | -11 | 7% | 1% | 128%[activator] | -1 | 0% | 1% | 1 | 0
Cn1c(=O)cc(OCC(=O)NCCc2ccc(Cl)cc2)c2ccccc21 | -2% | -9 | 9% | 1% | 1% | -13 | -8% | 3% | -1 | -30
